Screening results from PubChem BioAssay.
CIT2-GFP yeast: modulators of TOR pathway CIT2-GFP in S. cerevisiae | S. cerevisiae CIT2-GFP strain, flow cytometry, 3 h; 100 means same as DMSO wells | GFP response vs DMSO, % at 10 µM | hit rate 0.065% among 320,000 | AID 2029;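 active means GFP response relative to DMSO above a set limit, near the screen mean plus 3 SD, cut at about 150% in these data; inconclusive means Fewer than 70 cells measured for a yeast strain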;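 further: ratio of well median GFP fluorescence to mean of DMSO wells on the plate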
MEP2-GFP yeast: modulators of TOR pathway MEP2-GFP in S. cerevisiae; S. cerevisiae MEP2-GFP strain, flow cytometry GFP, 3 h; 100% = DMSO control level; GFP response vs DMSO, % at 10 µM; hit rate 0.51% among 330,000; AID 2016;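 active means GFP response versus DMSO above a set limit, roughly screen mean plus 3 SD, cut at about 180% in these data; inconclusive means fewer than 70 cells counted for a yeast strain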;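 further: median GFP fluorescence of the barcode-gated MEP2-GFP cells per well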
AGP1 TOR yeast: modulators of TOR pathway AGP1-GFP in S. cerevisiae. AID 2066. GFP response vs DMSO, % at 10 µM. S. cerevisiae AGP1-GFP multiplex flow cytometry, 3 h; GFP as percent of DMSO wells. hit rate 0.02% among 320,000;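 active means GFP response relative to DMSO above a set limit, near screen average plus 3 SD, cut at about 150% in these data; inconclusive means fewer than 70 cells counted for the yeast strain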;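 further: median GFP channel fluorescence of the gated AGP1 strain per well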
VLA-4 inh: inhibition in a human VLA-4 binding assay | hit rate 0.2% among 330,000 | VLA-4 expressing cells, ligand binding flow cytometry | P13612 | inhibition, % (about 7 µM as worked out from the volumes in the protocol) | AID 2557; in the data active means inhibition above about 50%
LAP4-GFP MLPCN: yeast TOR pathway LAP4-GFP modulation. S. cerevisiae LAP4-GFP multiplex, flow cytometry GFP, 3 h; median GFP as percent of DMSO wells. GFP response vs DMSO, % at 10 µM. hit rate 0.34% among 320,000. AID 2023;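 active means GFP response vs DMSO above a set limit, about the screen mean plus 3 SD, cut at about 150% in these data; inconclusive means under 70 cell events counted for the yeast strain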
GASC-1 inh: human JMJD2C demethylase inhibition | inhibition, % at 2.35 µM | Q9H3R0 | hit rate 0.069% among 330,000 | GST-JMJD2C(1-420) H3K9me3 demethylation, DELFIA europium | AID 2099;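 active means more than half of a compound's replicate wells show inhibition beyond 50%, single wells judged on their own value; inconclusive means some, but no more than half, of replicates pass 50% inhibition; inactive means no replicate passes 50% inhibition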;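 further: signal counts dimethyl H3K9 product captured on neutravidin plate; 0% = median of DMSO wells and 100% = 0.3 times that DMSO median; strong numbers were not always called active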
Target sequence (Q9H3R0 1-420 limits assumed): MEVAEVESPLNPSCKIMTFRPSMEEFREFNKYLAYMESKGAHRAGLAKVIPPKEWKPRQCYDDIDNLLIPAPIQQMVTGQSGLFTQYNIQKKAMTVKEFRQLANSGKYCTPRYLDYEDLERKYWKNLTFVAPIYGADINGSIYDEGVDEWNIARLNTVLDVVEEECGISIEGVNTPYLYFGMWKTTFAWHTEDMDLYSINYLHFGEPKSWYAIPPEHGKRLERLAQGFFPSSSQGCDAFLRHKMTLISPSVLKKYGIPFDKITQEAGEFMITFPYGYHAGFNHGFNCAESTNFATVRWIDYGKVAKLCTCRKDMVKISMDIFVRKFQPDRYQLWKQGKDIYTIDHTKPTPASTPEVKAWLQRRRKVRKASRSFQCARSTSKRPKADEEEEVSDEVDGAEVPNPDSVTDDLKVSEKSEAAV
RPL19A TOR yeast: alters RPL19A-GFP fluorescence in TOR pathway yeast screen; percent response vs DMSO, % at 10 µM; S. cerevisiae RPL19A-GFP strain, flow cytometry, 3 h; hits give low values; hit rate 0.3% among 330,000;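 active means percent response vs DMSO below 50%; inconclusive means fewer than 70 events counted for the yeast strain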;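 further: median channel GFP fluorescence of the barcoded RPL19A-GFP strain; ratio of sample median GFP to plate DMSO average so 100% = DMSO; lower means less RPL19A-GFP as with rapamycin TOR inhibition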
GRK2 aptamer HTS: human GRK2 inhibition via aptamer displacement; hit rate 0.59% among 330,000; P25098; bead flow cytometry, FAM-aptamer displacement from GRK2; inhibition of aptamer binding, % at 10 µM;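 active means inhibition of aptamer binding above 40%, roughly 3 SD of noise, on plates passing a quality check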;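 further: median bead fluorescence of bound FAM aptamer so fluorescent compounds give negative values; no value below 0 was filed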
Target sequence (P25098 whole entry, looked up): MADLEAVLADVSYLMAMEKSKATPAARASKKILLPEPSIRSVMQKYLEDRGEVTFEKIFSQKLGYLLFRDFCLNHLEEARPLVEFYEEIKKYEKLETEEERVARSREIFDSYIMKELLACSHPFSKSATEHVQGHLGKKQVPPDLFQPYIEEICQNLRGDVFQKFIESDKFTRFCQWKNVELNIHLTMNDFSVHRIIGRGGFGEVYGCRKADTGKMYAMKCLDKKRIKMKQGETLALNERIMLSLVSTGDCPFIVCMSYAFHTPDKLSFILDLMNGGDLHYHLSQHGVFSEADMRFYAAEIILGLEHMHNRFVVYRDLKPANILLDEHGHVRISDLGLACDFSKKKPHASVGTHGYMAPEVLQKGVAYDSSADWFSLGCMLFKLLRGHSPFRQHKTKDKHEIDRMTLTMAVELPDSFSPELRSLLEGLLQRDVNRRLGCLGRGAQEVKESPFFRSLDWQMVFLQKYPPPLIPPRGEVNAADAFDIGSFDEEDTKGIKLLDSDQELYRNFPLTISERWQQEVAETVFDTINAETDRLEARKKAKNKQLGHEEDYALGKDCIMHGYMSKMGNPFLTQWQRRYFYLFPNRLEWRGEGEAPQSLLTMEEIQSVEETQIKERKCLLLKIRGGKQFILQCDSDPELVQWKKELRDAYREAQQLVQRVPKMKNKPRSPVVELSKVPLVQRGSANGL
* marks the source's active call; other numbers are inactive results; ? = inconclusive; . = not tested or not shown; [ ] = another dose, or the depositor's remark.

SMILES	CIT2-GFP yeast	MEP2-GFP yeast	AGP1 TOR yeast	VLA-4 inh	LAP4-GFP MLPCN	GASC-1 inh	RPL19A TOR yeast	GRK2 aptamer HTS
CCc1c(C)nc2ncnn2c1NCCc1ccc(OC)c(OC)c1	101	102	106	-4	94	5	101	0
C/C(Cl)=C\CSc1nnc2n(N)c(=O)c3ccccc3n12	100	98	102	0	96	7	99	2
CC1CCCC(C)N1C(=O)COC(=O)c1nn(C)c(=O)c2ccccc12 (stereo not drawn)	.	102	95	-1	79	-2	111	8
CCCNC(=O)c1ccc2c(=O)c(O)c(C)[nH]c2c1	99	90	94	-6	105	-14	104	1
CC(C)C(c1nnnn1Cc1ccccc1)N1CCN(Cc2ccc3c(c2)OCO3)CC1 (stereo not drawn)	103	97	103	-7	95	-5	97	0
O=C(NCC1CCCO1)Nc1ccc(Cl)cc1 (stereo not drawn)	103	95	107	7	107	0	102	0
CCOC(=O)C1CCN(Cc2cn(C)nc2-c2ccc(Oc3ccccc3)cc2)CC1	101	118	109	16	114	-5	99	2
Cc1cc(C)nc(SCC(=O)Nc2nonc2N)n1	96	95	95	35	99	1	94	3
O=C(CN1C(=O)c2ccccc2S1(=O)=O)Nc1ncc(Cl)cc1Cl	100	104	101	-12	98	0	97	9
CC(C)[C@@H]1CC[C@@H](C)c2c(-c3ccccc3)n[nH]c21	88	99	96	12	118	-3	99	0
Cc1cccc(NC(=O)c2oc3ccc(S(=O)(=O)N4CCOCC4)cc3c2C)c1C	109	104	100	-5	101	69	101	0
O=C(N/N=C/c1coc2ccccc2c1=O)c1cn(-c2ccccc2)nc1-c1ccc(F)cc1	107	110	103	-22	98	-15	100	0
c1ccc2oc(-c3nn4c(Cn5cnc6ccccc65)nnc4s3)cc2c1	95	106	92	13	96	5	82	0
COc1cc(C2C(C#N)=C(N)N(Nc3ccccc3)C3=C2C(=O)CC(C)(C)C3)ccc1OCc1cccc(F)c1 (stereo not drawn)	96	106	100	2	96	13	101	2
CC(C)(O)C(=O)NN(Cc1ccccc1)c1ccccc1	107	104	108	17	96	-2	102	0
Cc1ccc(S(=O)(=O)N/N=C2/CCCCC2C2CCCCC2)cc1[N+](=O)[O-] (stereo not drawn)	?	?	?	-10	?	1	?	0
COC(=O)c1ccccc1C(=O)N1CCCC(C(=O)c2cc(F)ccc2F)C1 (stereo not drawn)	108	99	105	-3	100	-10	107	3
Cc1ccc2c(c1)N(CC(=O)NCc1ccco1)C(=O)CO2	91	99	89	-15	81	-1	95	1
CCc1nnc(SCC(=O)Nc2ccc(N3CCOCC3)cc2)n1C	94	98	104	4	94	-2	100	1
Cc1ccc(C)c(C(=O)CCC(=O)NNC(=O)Cn2nc(C)cc2C)c1	88	97	90	-3	90	-2	86	0
CC(=O)OC1=Cc2c(ccc3ccc(=O)oc23)OC1(C)C	89	101	99	7	105	-6	99	2
COc1ccccc1CNS(=O)(=O)c1ccc(-c2cc(C)no2)cc1	102	95	99	6	98	-8	100	1
CNC(=O)COC(=O)c1[nH]c(C)c(C(C)=O)c1C	93	97	92	-3	94	-1	99	0
CCOc1ccc(C2=Nn3cnnc3SC2)cc1	99	111	107	15	112	3	103	3
CC1c2cc3c(cc2CCN1C(=O)c1ccc(Cl)cc1)OCCCO3 (stereo not drawn)	80	87	88	-3	94	5	99	0

Continuation.
SMILES	CIT2-GFP yeast	MEP2-GFP yeast	AGP1 TOR yeast	VLA-4 inh	LAP4-GFP MLPCN	GASC-1 inh	RPL19A TOR yeast	GRK2 aptamer HTS
Fc1cccc(Oc2nc3ccccc3n3cccc23)c1	104	131	32	1	105	5	.	1
O=C(CSc1ccccc1Cl)c1ccco1	90	89	84	-6	84	3	91	0
COc1ccc2oc(=N)c(C(=O)Nc3ccc(C)cc3)cc2c1	104	106	99	6	98	-3	103	0
CCCC1(C(=O)OCC)NC(c2ccc(N(C)C)cc2)C2C(=O)N(c3ccccc3)C(=O)C21 (stereo not drawn)	107	147	28	-11	104	6	82	1
Cc1ccc(CN2CCc3c(OCc4ccc(F)cc4)cccc3C2=O)cc1	95	105	97	-24	104	3	102	1
Cc1onc(-c2ccccc2Cl)c1C(=O)N1CC(C)OC(C)C1 (stereo not drawn)	103	95	99	0	96	7	97	0
CCOC(=O)CSc1nc(N)nc(C)c1Br	93	98	95	14	104	3	92	4
CC(=O)c1c(C)[nH]c(C(=O)NCc2ccccc2Cl)c1C	76	94	91	-3	81	19	90	0
CCC(CC)c1nnc(NC(=O)C2CC(=O)N(CCc3ccc(OC)c(OC)c3)C2)s1 (stereo not drawn)	97	105	96	-3	96	0	95	0
CCN(CC(=O)Nc1c(F)cccc1F)C(=O)c1ccc(S(=O)(=O)NCc2ccco2)cc1	90	93	102	-7	99	0	90	1
CC(NC(=O)c1ccccc1)C(=O)OCn1nnc2ccccc2c1=O (stereo not drawn)	92	93	95	2	92	-1	92	0
O=C1C2ON(c3ccccc3)C(c3cccnc3)C2C(=O)N1c1ccccc1 (stereo not drawn)	99	99	103	3	112	-9	101	0
OCCCNC(=S)NC1CCCC1	103	107	103	11	101	23	107	4
CC(OC(=O)CCc1nc(=O)c2ccccc2n1C)C(=O)NCc1ccc2c(c1)OCO2 (stereo not drawn)	98	108	98	10	94	4	95	0
O=C(NC1CCCc2ccccc21)c1cccc(Br)c1 (stereo not drawn)	82	94	85	43	83	-2	99	1
COCCCNC(=S)NC1CCCCC1	113	107	111	-9	100	2	108	4
COc1ccc(C(C)=O)cc1CSCc1cc(C(C)=O)ccc1OC	97	99	96	-8	93	-27	100	0
CC(=O)O[C@H](CC(=O)O)C[N+](C)(C)C	94	101	90	6	107	22	95	2
Cc1ccc(NC(=O)CNc2ccc(Cl)c(Cl)c2)cc1S(=O)(=O)N(C)C	99	102	102	3	97	23	107	1
CCOC(=O)C1CCCN(S(=O)(=O)c2ccc3c(c2)NC(=O)CO3)C1 (stereo not drawn)	111	104	99	-20	95	-18	107	1
O=C(NCc1ccco1)c1ccc(N2CCCCC2)c([N+](=O)[O-])c1	91	101	98	21	105	10	104	0
C=CCn1c(COc2ccc(F)cc2)nnc1SCC(=O)NC(=O)NCc1ccco1	103	103	105	13	102	-6	102	4
O=C(CCCN1C(=O)c2ccccc2C1=O)NCCCN1CCOCC1	94	99	101	-1	100	0	103	2
CCOC(=O)N1CCN(S(=O)(=O)c2cc(Br)cc3c2N(C(=O)CC)CC3)CC1	101	102	104	1	99	-17	101	0
Cc1cc(C)n(S(=O)(=O)c2ccc(F)cc2)n1	104	118	98	-5	101	1	106	4

Additional entries
SMILES	CIT2-GFP yeast	MEP2-GFP yeast	AGP1 TOR yeast	VLA-4 inh	LAP4-GFP MLPCN	GASC-1 inh	RPL19A TOR yeast	GRK2 aptamer HTS
Cc1ccc(NC(=O)CSc2nc3nn(-c4ccccc4)c(=O)c-3c3n2CCCCC3)cc1F	108	101	105	4	100	10	106	3
CN(C)S(=O)(=O)c1ccc(C(=O)NCCN=C2NS(=O)(=O)c3ccccc32)cc1	106	101	94	-4	93	6	103	1
Cc1ccc(/C=C/C(=O)OCC(=O)NCCN2C(=O)CSC2=O)cc1	104	106	105	14	102	1	102	0
CC(=O)NC(c1ccco1)c1cc(Cl)c2ccccc2c1O (stereo not drawn)	86	87	95	2	97	11	100	0
CCc1ccc(OCC(=O)N(C)C)c(Br)c1	98	99	105	-1	100	-3	102	2
COc1ccc(OC)c(S(=O)(=O)NC2CC(=O)N(c3cccc(F)c3)C2)c1 (stereo not drawn)	86	94	106	12	103	-15	94	3
Cc1cc(OCc2nnc(SCC(=O)OC3CCCCC3)o2)ccc1Cl	107	105	110	17	105	8	105	0
Cc1cccc(-c2nc(CSc3nc4c(c(=O)[nH]3)CCC4)c(C)o2)c1	104	98	104	44	100	-15	98	0
CC(C)(C)c1ccc(S(=O)(=O)NNC(=O)C2CCN(Cc3cccc(F)c3)CC2)cc1	102	106	102	13	105	114	98	0
CCC(C)(C)NC(=O)C(c1cccc(OC)c1OC)N(CCC(C)C)C(=O)CCC(=O)Nc1cc(C)on1 (stereo not drawn)	98	102	86	-1	83	-9	91	2
COc1ccc(NC(C)=O)cc1S(=O)(=O)Nc1ccccc1C(=O)N1CCCC1	91	88	98	2	94	4	95	2
CNC(=S)N1C2CCCC1CC(NC(=O)c1ccc(F)cc1)C2 (stereo not drawn)	105	104	102	0	91	1	102	3
Cc1ccc(S(=O)(=O)N2CCOCC2)cc1NC(=O)COc1ncnc2ccccc12	90	97	89	2	105	-3	100	0
Cc1cc2cc(OCc3ccccc3)ccc2n1C	104	113	98	7	96	-4	103	0
Cc1ccccc1OCC(=O)Nc1ccc(S(=O)(=O)N2CCCC2)cc1	81	76	85	-20	81	5	82	2
O=C(c1ccc(S(=O)(=O)N2CCCC2)cc1)N1CCN(c2cccc(Cl)c2)CC1	104	105	101	5	105	-6	101	1
COc1ccccc1NC(=O)c1sc2ncn(Cc3cccc4ccccc34)c(=O)c2c1C	108	111	110	5	106	-1	113	0
CC(NC(=O)CN1CCOCC1)c1ccccc1 (stereo not drawn)	?	100[may fluoresce violet]	72[may fluoresce violet]	7	88[may fluoresce violet]	-15	101[may fluoresce violet]	0
CCN(CC)c1ccc(S(=O)(=O)N(CC)CC)cc1NC(=O)C1CCCC1	110	104	103	-1	102	2	102	3
Cc1ccc(-c2ccc(SCC(=O)Nc3cc(C)on3)nn2)cc1	109	115	95	-6	104	-2	97	0
COc1cc(NC(=O)CSCc2ccc(Cl)cc2)c(C(=O)O)cc1OC	102	99	99	19	99	-17	101	0
COc1ccc(NC(=O)c2sc3ncn(CC(=O)N4CCN(c5ccccn5)CC4)c(=O)c3c2C)cc1OC	102	96	94	-13	98	2	93	1
CN(C)/C=C(\C#N)C(=O)c1cccc(Oc2ccc(Br)cc2)c1	74	89	83	24	109	-6	92	0
O=C(N/N=C/c1ccccn1)c1ccc(Cl)c(Cl)c1	96	96	92	8	113	-19	95	1
COc1ccc(Br)cc1CNc1ccc(N2CCOCC2)cc1	92	100	88	-13	91	-33	97	2

More records.
SMILES	CIT2-GFP yeast	MEP2-GFP yeast	AGP1 TOR yeast	VLA-4 inh	LAP4-GFP MLPCN	GASC-1 inh	RPL19A TOR yeast	GRK2 aptamer HTS
Cc1ccc(C(C(=O)NC2CCCC2)N(Cc2ccco2)C(=O)CCC(=O)Nc2cc(C)on2)cc1 (stereo not drawn)	82	105	98	4	94	0	96	4
COc1cccc(NC(=O)N2CCC(N3CCCCC3)CC2)c1	104	99	99	13	96	0	98	0
CC(=O)C(Cc1ccccc1)NC(=O)COC(=O)c1ccc(-n2cnnn2)cc1 (stereo not drawn)	95	98	95	-6	87	0	97	0
O=S(=O)(NCc1ccco1)N1CCOCC1	103	92	95	-3	93	-3	93	0
N#Cc1ccccc1N1CCN(C(=O)c2ccc(NC(=O)c3ccc(Br)o3)cc2)CC1	78	89	79	13	128	.	95	1
c1ccc(CCN2CN=C(Nc3nc4ccccc4s3)NC2)cc1	98	96	103	7	107	5	97	2
COc1ccc(/C=C2\C(=O)OCc3cc(OC)c(OC)cc32)cc1OC	102	105	100	10	106	9	103	0
CC1CCCCC1NC(=O)CSc1nncs1 (stereo not drawn)	108	106	104	0	95	2	103	5
CCOC(=O)c1ccc(NC(=O)CCOc2ccc(C)cc2)cc1	94	110	105	-13	105	3	101	0
Cc1nnc2ccc(-c3ccc(NS(C)(=O)=O)cc3)nn12	105	103	99	1	84	2	105	0

Compounds were not picked by outcome; about 1.7% have a hit in one of these screens.
